High-throughput results deposited in PubChem by several laboratories.
C8 TRAIL sens: sensitizes caspase-8 expressing cells to TRAIL; inhibition (viability loss, TRAIL sensitization), % at 10 µM; NB7+C8 cells + TRAIL, ATPlite viability luminescence; hit rate 1% among 360,000;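 active means compounds causing at least 50% loss of cell viability in the single-dose screen, relative to plate controls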
TWEAK-Fn14 inh: TWEAK-Fn14 signaling inhibition | TWEAK-stimulated Fn14 reporter cells, luciferase luminescence, 8 h | inhibition, % at 10 µM | hit rate 2% among 360,000; in the data active means inhibition above about 50%
NCOA3 inh: inhibitors of human steroid receptor coactivator 3 (SRC3); HEK293 GAL4-SRC3 luciferase reporter, luminescence; inhibition, % at 3.6 µM; hit rate 0.17% among 360,000;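 active means inhibition above a per-campaign cutoff, the mean of all compounds plus 3 SD, cut at about 60% in these data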;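 further: 0% = DMSO-treated cells and 100% = gossypol-treated cells at 36 µM; higher means less SRC3-driven luciferase light from the GAL4 reporter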
LRH-1 inv ag: NR5A2 inverse agonism in reporter assay. O00482. HEK293T StAR-luciferase reporter, LRH-1 transfected, 24 h. inhibition, % at 3.6 µM. hit rate 0.13% among 360,000. AID 602396;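 active means inhibition above the mean inhibition of all tested compounds plus 3 SD, cut at about 73% in these data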;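 further: 0% = DMSO wells and 100% = reporter-only cells lacking LRH-1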
NOD2 RIPK2 PPI: blocks binding of human NOD2 to RIPK2; O43353; CHO BLA complementation NOD2-RIPK2, CCF4 ratio; inhibition, % at 4.98 µM; hit rate 0.38% among 360,000; AID 624267; in the data active means inhibition above about 21%;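 further: 0% = vehicle only and 100% = reference blocker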
Target sequence (O43353 whole entry, looked up): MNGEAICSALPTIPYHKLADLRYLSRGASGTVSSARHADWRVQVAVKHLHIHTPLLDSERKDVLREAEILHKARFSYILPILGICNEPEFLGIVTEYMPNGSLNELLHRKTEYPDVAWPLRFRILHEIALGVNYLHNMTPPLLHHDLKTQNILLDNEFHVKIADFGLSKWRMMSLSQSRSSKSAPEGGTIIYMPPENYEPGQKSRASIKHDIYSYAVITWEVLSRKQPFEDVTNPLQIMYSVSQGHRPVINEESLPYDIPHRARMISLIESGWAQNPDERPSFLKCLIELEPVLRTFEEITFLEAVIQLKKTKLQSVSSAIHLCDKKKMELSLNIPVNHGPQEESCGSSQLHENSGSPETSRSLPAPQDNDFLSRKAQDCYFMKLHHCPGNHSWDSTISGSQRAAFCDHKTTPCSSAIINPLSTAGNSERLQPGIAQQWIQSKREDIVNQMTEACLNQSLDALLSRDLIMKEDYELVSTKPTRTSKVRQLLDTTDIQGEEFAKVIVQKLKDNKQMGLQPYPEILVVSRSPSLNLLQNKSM
NR2F2 inh: NR2F2 (human) inhibition, primary screen | hit rate 0.7% among 370,000 | HEK293T NGFI-A luciferase reporter, luminescence | P24468 | inhibition, % at 8.6 µM;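 active means inhibition above a per-plate cutoff, mean inhibition of test wells between control levels plus 3 SD, cut at about 38% in these data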;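 further: cells cotransfected with COUP-TFII expression vector driving the NGFI-A reporter; 0% = median of COUP-TF2 test wells and 100% = reporter-only cells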
LMP1 NFkB inh: reduces LMP1-driven NF-kappaB luciferase signal; LMP1-induced NF-kappaB luciferase reporter cells, luminescence; inhibition, % at 12.5 µM; hit rate 0.69% among 350,000; in the data active means inhibition above about 41%;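 further: 0% = neutral control wells and 100% = reference inhibitor control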
NCOA2 inhibitor: human SRC2 (NCOA2) inhibition. Q15596. HEK293 GAL4-SRC2 luciferase reporter, luminescence. inhibition, % at 9 µM. hit rate 0.17% among 370,000. AID 651957;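 active means inhibition above the mean inhibition of all tested compounds plus 3 SD, set per campaign, cut at about 52% in these data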;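 further: 0% = DMSO treated cells and 100% = cells given Gossypol at 36 µM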
TLR9-MyD88 inh: inhibitors of human TLR9-MyD88 binding; Q9NR96+Q99836; CHO BLA complementation TLR9-MyD88, CCF4 FRET ratio; inhibition, % at 4.98 µM; hit rate 0.21% among 340,000; AID 504734;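 active means inhibition above the mean over all tested compounds plus 3 SD, cut at about 21% in these data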;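 further: 0% = DMSO only wells and 100% = clavulanate BLA inhibitor control wells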
TROY NFkB inh: TROY signaling inhibition. Q293 LMP1-TROYcd NF-kB luciferase reporter, 4 h. inhibition, % at 10 µM. hit rate 0.98% among 360,000;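 active means compounds whose plate-normalised and pattern-corrected inhibition of the luciferase reporter signal at the single screening dose is 50% or more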
SRC1 inh: inhibits human SRC1 coactivator; HEK293 GAL4-SRC1 luciferase reporter, luminescence; inhibition, % at 3.6 µM; hit rate 0.12% among 360,000; AID 588354;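 active means inhibition above the campaign mean plus 3 SD, with each screening campaign given its own cutoff, cut at about 60% in these data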;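 further: 0% = DMSO treated cells and 100% = gossypol at 36 µM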
The depositor's hits bear a star; x = no result given; & = joins results of further samples. A portion of the library; count on the stated rates, not on these rows.

Start of the data: the first 6 compounds, ahead of the listing:
| structure | C8 TRAIL sens | TWEAK-Fn14 inh | NCOA3 inh | LRH-1 inv ag | NOD2 RIPK2 PPI | NR2F2 inh | LMP1 NFkB inh | NCOA2 inhibitor | TLR9-MyD88 inh | TROY NFkB inh | SRC1 inh |
| --- | --- | --- | --- | --- | --- | --- | --- | --- | --- | --- | --- |
| CC(=O)Oc1ccc(/C=N/NC2=NS(=O)(=O)c3ccccc32)cc1 | 5 | -13 | -3 | 23 | -9 | -9 | 8 | 2 | 11 | -4 | -21 |
| Cc1nnc(NC(=O)C2CCN(S(=O)(=O)c3ccc(F)c(Cl)c3)CC2)o1 | -3 | 11 | -9 | -28 | -3 | 4 | -16 | 22 | -12 | -15 | -12 |
| Cn1c(=O)[nH]c(=O)c2c1nc(N1CCCCC1)n2CC(O)COc1ccccc1 (configuration not stated) | -12 | -6 | -15 | 8 | 1 | 32 | -30 | -28 | 13 | 5 | 8 |
| Cc1ccc(C(=O)N/N=C\c2sccc2C)cn1 | 14 | -4 | -39 | -73 | 8 | -15 | -1 | -51 | -11 | -29 | -37 |
| CCN(CC(=O)NCc1ccccn1)S(=O)(=O)c1cc(Cl)ccc1Cl | 9 | -1 | 6 | -9 | -1 | 8 | 6 | -1 | 4 | -16 | -1 |
| O=C(C(=O)N1CCN(c2ccccc2)CC1)c1ccco1 | -7 | x | x | -7 | -7 | 3 | x | 0 | x | x | x |

This part in full, previewed entries included:
| structure | C8 TRAIL sens | TWEAK-Fn14 inh | NCOA3 inh | LRH-1 inv ag | NOD2 RIPK2 PPI | NR2F2 inh | LMP1 NFkB inh | NCOA2 inhibitor | TLR9-MyD88 inh | TROY NFkB inh | SRC1 inh |
| --- | --- | --- | --- | --- | --- | --- | --- | --- | --- | --- | --- |
| CC(=O)Oc1ccc(/C=N/NC2=NS(=O)(=O)c3ccccc32)cc1 | 5 | -13 | -3 | 23 | -9 | -9 | 8 | 2 | 11 | -4 | -21 |
| Cc1nnc(NC(=O)C2CCN(S(=O)(=O)c3ccc(F)c(Cl)c3)CC2)o1 | -3 | 11 | -9 | -28 | -3 | 4 | -16 | 22 | -12 | -15 | -12 |
| Cn1c(=O)[nH]c(=O)c2c1nc(N1CCCCC1)n2CC(O)COc1ccccc1 (configuration not stated) | -12 | -6 | -15 | 8 | 1 | 32 | -30 | -28 | 13 | 5 | 8 |
| Cc1ccc(C(=O)N/N=C\c2sccc2C)cn1 | 14 | -4 | -39 | -73 | 8 | -15 | -1 | -51 | -11 | -29 | -37 |
| CCN(CC(=O)NCc1ccccn1)S(=O)(=O)c1cc(Cl)ccc1Cl | 9 | -1 | 6 | -9 | -1 | 8 | 6 | -1 | 4 | -16 | -1 |
| O=C(C(=O)N1CCN(c2ccccc2)CC1)c1ccco1 | -7 | x | x | -7 | -7 | 3 | x | 0 | x | x | x |
| C/C(CC(=O)N(C(C)C)C(C)C)=N\NC(=O)c1ccccc1Br | 0 | 2 | 9 | -14 | -8 | -7 | -1 | 2 | -4 | -13 | -25 |
| COc1ccc(S(=O)(=O)Nc2ccc3c(c2)CCC3)cc1 | 11 | 7 | 12 | 5 | 9 | 18 | 0 | -11 | 1 | 8 | 11 |
| CC(C(=O)NC(C)(C)C)N1C(=O)c2cccc3cccc(c23)C1=O (configuration not stated) | -6 | 14 | 5 | 0 | 4 | 2 | -10 | -25 | -2 | 0 | 3 |
| Cc1cc2nc(-c3nnnn3-c3c(C)cccc3C)c(=O)[nH]c2cc1C | 4 | 38 | x | -16 | 6 | -5 | x | -8 | x | 12 | x |
| CCOC(=O)c1c(S(=O)(=O)NCC(=O)N2CCN(c3ccc(F)cc3)CC2)c(C)n(C)c1C | 8 | -5 | 5 | -3 | -7 | -1 | 3 | -24 | 3 | 7 | -3 |
| CC(C)CC1Nc2ncnc(N3CCN(c4ccccn4)CC3)c2N(Cc2ccccc2)C1=O (configuration not stated) | -10&-7 | -6&9 | 4&-16 | -5&-25 | 5&-5 | -4&2 | 3 | -29&26 | 4 | 0&0 | -1&4 |
| COc1cc(Cl)ccc1OCc1cc(C(=O)N(C)CC2CCCCO2)no1 (configuration not stated) | -5 | -13 | -62 | -67 | -3 | -45 | -23 | -92 | -8 | -22 | -50 |
| S=c1[nH]nc(COc2ccccc2)n1C1CCCCC1 | -5 | 9 | -1 | 5 | 7 | -4 | -5 | -12 | 1 | -2 | -7 |
| Cn1c2ccccc2n2c(=O)c(Cl)c(-c3ccccc3)c(C#N)c12 | 11 | -23 | -3 | -25 | -5 | -10 | 5 | -17 | 3 | -26 | -24 |
| CCCn1c(SCC(=O)Nc2cc(C)on2)n[nH]c1=O | -7 | -4 | 13 | 5 | 4 | 1 | -4 | -8 | 1 | -8 | -23 |
| Cc1c(Cl)cccc1NC(=O)CC(Cc1ccccc1)C(=O)O (configuration not stated) | -1 | 11 | -3 | 7 | -6 | 12 | 44* | -13 | -3 | 3 | 5 |
| COc1ccccc1/C=C/CN1CCC(CO)(Cc2ccccc2)CC1 | 7 | -9 | 4 | 6 | 4 | -7 | 5 | 14 | 7 | -1 | 2 |
| Cc1ccc(CN(C(=O)C(F)(F)F)C(C(=O)NC2CCCCC2)c2ccco2)cc1 (configuration not stated) | -6 | -1 | 19 | -6 | -8 | 17 | -8 | -2 | 5 | 3 | -1 |
| CCOc1ccc(NC(=O)C(C)Sc2nccn2C)cc1 (configuration not stated) | -21 | -4 | 4 | -29 | -8 | -4 | -4 | 3 | 8 | -16 | -3 |
| O=S1(=O)CC(N2CCN(CCO)CC2)CN1Cc1cn(Cc2ccc(C(F)(F)F)cc2)nn1 (configuration not stated) | 22 | 4 | x | 1 | -2 | 5 | x | -28 | x | 7 | x |
| Cc1cc(=O)oc2cc(OCC(=O)Nc3ccc4[nH]c(=O)[nH]c4c3)ccc12 | -15 | -10 | -11 | 13 | -1 | 0 | -2 | 8 | 6 | -13 | -11 |
| COc1ccc(-c2cc3c(c4c2ccn4C)C2CCC3C2)cc1 (configuration not stated) | 16 | -5 | -7 | -20 | -3 | -17 | x | -22 | x | 18 | -1 |
| COc1ccc(N2CCN(C(=O)/C=C/c3ccco3)CC2)cc1 | -10 | 12 | 3 | 14 | -4 | -13 | -1 | 28 | 5 | -3 | -10 |

Filtered by structure: the compounds so far containing an aryl thioether with sulfur outside any ring (2)
| structure | C8 TRAIL sens | TWEAK-Fn14 inh | NCOA3 inh | LRH-1 inv ag | NOD2 RIPK2 PPI | NR2F2 inh | LMP1 NFkB inh | NCOA2 inhibitor | TLR9-MyD88 inh | TROY NFkB inh | SRC1 inh |
| --- | --- | --- | --- | --- | --- | --- | --- | --- | --- | --- | --- |
| CCCn1c(SCC(=O)Nc2cc(C)on2)n[nH]c1=O | -7 | -4 | 13 | 5 | 4 | 1 | -4 | -8 | 1 | -8 | -23 |
| CCOc1ccc(NC(=O)C(C)Sc2nccn2C)cc1 (configuration not stated) | -21 | -4 | 4 | -29 | -8 | -4 | -4 | 3 | 8 | -16 | -3 |
